Screening data deposited in PubChem by several laboratories.
APP 5'UTR act – APP 5'UTR luciferase reporter activation; activation, % at 2 µM; AID 1276; SH-SY5Y APP 5'UTR luciferase reporter, luminescence; zero percent = DMSO vehicle wells; 190,000 compounds, 1% hits;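 active = activation above a set limit, based on mean plus 3 SD of controls, cut at about 140% in these data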; also: values of inactives mirror those of a sister screen read the other way
Hsp70 activator – Hsp70 transcriptional activation, primary screen | HeLa Hsp70 promoter luciferase reporter, luminescence; scaled: vehicle 0, proteasome-inhibitor control 100% | activation, % at 10 µM | 200,000 compounds, 0.04% hits;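 active = activation above the mean across all tested compounds plus 3 SD, cutoff set per campaign, cut at about 5.5% in these data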;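 also: 100% = MG132 at 30 µM as the positive control and 0% = DMSO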
STAT3 blocker – STAT3 signaling inhibition; U3A cells, IL-6 STAT3-luciferase reporter, luminescence; host cell line lacks STAT1; 190,000 compounds, 0.89% hits; inhibition, % at 5.5 µM;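 active = inhibition above the mean inhibition across all screened compounds plus 3 SD, cut at about 44% in these data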;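 also: 0% = DMSO only wells and 100% = 100 µM nifuroxazide control wells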
STAT3 act – increases IL-6 driven STAT3 reporter signal; U3A cells, IL-6 STAT3-luciferase reporter, luminescence; 100% = signal with IL-6 EC80 alone; activation (% of control), % at 5.6 µM; 190,000 compounds, 0.91% hits; AID 871;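 active = activation above the screen-wide mean of compound activation plus 3 SD, cut at about 130% in these data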;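 also: 0% = background luminescence of wells with medium and substrate only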
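Test system: human U3A cells carrying STAT3-luciferase construct; control set: IL-6-only wells as 100% reference; timing: compound pre-incubation 1 h before IL-6, then 6 h stimulation at 37 °C; also added: IL-6 stimulus at 33 ng/mL final; evaluation: % activation versus median of IL-6-stimulated wells; detection: reporter luminescence signal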
STAT1 inh – reduces IFN-gamma driven STAT1 reporter signal; NIH 3T3 STAT1-luciferase reporter, luminescence; inhibition, % at 5.5 µM; 200,000 compounds, 0.35% hits; AID 920;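 active = inhibition above a set limit, the mean inhibition across all tested compounds plus 3 SD, cut at about 34% in these data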;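 also: 0% = IFN-gamma with DMSO and 100% = IFN-gamma with 300 µM nifuroxazide; values of inactives mirror those of a sister screen read the other way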
NF-kB neuron act – compounds increasing NF-kB expression in human neuronal cells; NF-kB reporter expression; active compounds read high; fold change at 12.5 µM; 190,000 compounds, 1.6% hits; AID 1239; in the data active = fold change above about 3.3
DTT redox prof – compounds producing H2O2 with reducing agent – biochemical, NIH compound library profiling, artefact control for MLSCN library redox annotation, primary screen; AID 878; 200,000 compounds, 0.03% hits; activation, % at 10 µM; DTT-dependent redox cycling H2O2, phenol red/HRP absorbance; 100% = 100 µM peroxide control, 0% = buffer;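 active = activation of at least 50% relative to the plate's high and low controls in the primary single-dose screen; inactive = activation below 50%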;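 also: compound incubated with DTT at 0.8 mM final as the reducing agent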
TLR4-MyD88 BLA – blocks binding of human TLR4 to MyD88; HeLa CL3-4 TLR4/MyD88 BLA complementation, FRET ratio; inhibition, % at 8.4 µM; 200,000 compounds, 0.18% hits; in the data active = inhibition above about 25%;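 also: 0% = vehicle and 100% = reference inhibitor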
Target sequence (O00206 whole entry, looked up): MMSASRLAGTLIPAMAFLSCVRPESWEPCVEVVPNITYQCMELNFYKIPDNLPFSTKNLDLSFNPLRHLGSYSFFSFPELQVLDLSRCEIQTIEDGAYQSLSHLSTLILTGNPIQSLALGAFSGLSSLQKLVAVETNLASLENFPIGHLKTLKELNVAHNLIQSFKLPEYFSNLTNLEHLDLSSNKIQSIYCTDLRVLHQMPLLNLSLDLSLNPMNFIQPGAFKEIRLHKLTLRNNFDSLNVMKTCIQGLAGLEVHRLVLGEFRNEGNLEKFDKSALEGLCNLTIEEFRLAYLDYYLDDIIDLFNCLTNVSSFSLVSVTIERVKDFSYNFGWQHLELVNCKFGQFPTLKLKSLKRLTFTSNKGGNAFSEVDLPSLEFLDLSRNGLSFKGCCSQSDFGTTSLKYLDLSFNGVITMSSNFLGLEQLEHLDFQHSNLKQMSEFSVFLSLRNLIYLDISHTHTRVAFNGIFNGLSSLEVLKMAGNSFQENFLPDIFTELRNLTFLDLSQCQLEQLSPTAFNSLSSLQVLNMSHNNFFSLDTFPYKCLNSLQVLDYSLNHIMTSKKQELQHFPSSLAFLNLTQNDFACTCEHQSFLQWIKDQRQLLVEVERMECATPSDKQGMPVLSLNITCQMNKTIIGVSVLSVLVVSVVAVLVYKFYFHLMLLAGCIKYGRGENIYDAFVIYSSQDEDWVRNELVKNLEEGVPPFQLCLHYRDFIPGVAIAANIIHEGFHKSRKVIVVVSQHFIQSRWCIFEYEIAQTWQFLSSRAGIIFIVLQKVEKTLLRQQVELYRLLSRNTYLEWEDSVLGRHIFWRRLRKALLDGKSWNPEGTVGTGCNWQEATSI
Target sequence (Q99836 whole entry, looked up): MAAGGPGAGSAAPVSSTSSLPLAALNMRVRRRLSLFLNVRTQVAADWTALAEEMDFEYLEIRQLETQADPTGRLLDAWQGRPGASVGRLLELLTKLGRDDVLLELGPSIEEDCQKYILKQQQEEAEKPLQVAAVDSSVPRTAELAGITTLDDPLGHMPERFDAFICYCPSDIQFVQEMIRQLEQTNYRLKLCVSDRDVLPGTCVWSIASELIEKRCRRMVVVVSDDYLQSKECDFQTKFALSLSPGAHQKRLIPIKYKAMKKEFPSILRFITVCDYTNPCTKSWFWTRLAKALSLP
HMGR II inh – inhibitors of class II HMG-CoA reductase from Enterococcus faecalis; purified E. faecalis HMGR, NADPH absorbance 340 nm kinetic; inhibition, % at 10 µM; 190,000 compounds, 0.41% hits;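 active = inhibition above a set limit, the median over all tested compounds plus 3 SD, cut at about 9.5% in these data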;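 also: enzyme runs in reverse so mevalonate oxidation gives rising NADPH absorbance; 0% = complete reaction with DMSO and 100% = background rate lacking mevalonate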
STAT1 activator – activators of IFN-gamma induced STAT1 signaling. NIH 3T3 STAT1-luciferase reporter, luminescence; 100% = IFN-gamma alone, no compound. activation (% of control), % at 5.5 µM. 200,000 compounds, 2.6% hits. AID 932;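 active = activation above the screen-wide mean activation plus 3 SD, cut at about 130% in these data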;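 also: raw ratio to IFN-gamma control signal so 100% means no change and 0% no light; values of inactives mirror those of a sister screen read the other way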
* marks the source's active call; other numbers are inactive results; · = not tested or not shown.

molecule	APP 5'UTR act	Hsp70 activator	STAT3 blocker	STAT3 act	STAT1 inh	NF-kB neuron act	DTT redox prof	TLR4-MyD88 BLA	HMGR II inh	STAT1 activator
Cc1onc(-c2c(Cl)cccc2Cl)c1C(=O)NCCN1CCOCC1	4	-0.1	3	99	3	1.2	0.9	-2	-3	93
Clc1cccc(OCc2nc(-c3ccncc3)no2)c1	-4	0.1	13	97	-15	0.77	-0.2	-8	1	114
CC(C)N(Cc1nccn1C)C(=O)CC1C(=O)NCCN1Cc1ccccc1C(F)(F)F (configuration not stated)	-2	-0.2	-8	111	-5	1.1	-1.2	-8	0	103
O=C(NCc1ccccc1Cl)c1ccc2c(=O)n(CCCN3CCCC3=O)c(=S)[nH]c2c1	7	0.0	17	95	-8	0.95	0.5	7	-3	107
CCc1nnc(NC(=O)CSc2nnc(-c3c[nH]c4ccccc34)n2C)s1	-1	-0.4	0	103	-8	0.98	1.3	0	-12	108
CCN(CC)S(=O)(=O)c1cc(C(=O)Nc2ccccc2[N+](=O)[O-])ccc1Cl	28	-0.1	-13	109	-6	1.7	-0.7	-6	-2	105
CCn1nc(C)cc1C(=O)N1CCCC(C(=O)c2cccc(OC)c2)C1 (configuration not stated)	-16	-0.2	3	100	8	1.1	0.2	9	1	91
NC(N)=NS(=O)(=O)c1ccc(NC(=S)NC(=O)c2sc3ccccc3c2Cl)cc1	-1	-0.2	-2	98	7	1.1	0.3	-10	3	93
Cc1ccc(S(=O)(=O)N2CCN(Cc3nc4ccccc4n3C)CC2)cc1	6	-0.3	2	103	6	0.89	0.3	6	-7	95
Cc1ccccc1NS(=O)(=O)c1cc(C(=O)N2CCCC2)ccc1C	9	0.1	1	102	14	1	-1.0	-5	-1	87
Cc1ccccc1NC1=NC(=S)N(c2ccccc2)C12CCCCC2	10	-0.1	-9	108	-7	1.4	-0.1	-2	1	106
CCN(Cc1cc2ccccc2[nH]c1=O)C(=O)C1CCCCC1	-3	-0.4	19	90	7	1	-0.4	4	-8	93
COc1ccc(OC)c(C2C(C(=O)Nc3cccnc3)=C(C)NC3=C2C(=O)CCC3)c1 (configuration not stated)	3	-0.1	17	89	5	0.9	1.4	0	-4	95
Cc1nn(C)cc1/C=N/NC(=S)Nc1ccc(Cl)cc1Cl	3	-0.5	12	92	-15	1.2	0.9	1	5	114
CCOc1ccc(N2C(=O)CC(N(CCc3ccccc3)C(=O)/C=C/C(=O)O)C2=O)cc1 (configuration not stated)	-11	0.0	4	99	-2	0.98	-1.0	-6	0	100
CC1CCCCC1NC(=O)COC(=O)c1c2c(nc3ccccc13)/C(=C/c1ccco1)CC2 (configuration not stated)	5	-0.4	3	101	-4	0.76	0.2	61*	-4	104
Cc1ccc(-c2nn(-c3ccccc3)cc2C(=O)O)o1	18	-0.4	-16	114	-8	1	0.3	2	1	107
CCOC(=O)c1cn(-c2ccccc2)nc1-c1ccncc1	0	-0.1	5	102	-15	0.82	0.1	0	-1	113
COc1ccc(/C(=C/c2ccc(OC(F)F)c(OC)c2)C(=O)O)cc1OC	17	-0.4	0	103	3	0.97	0.1	-7	1	97
Cc1cc(NC(=O)CCN2C(=O)/C(=C\c3ccccc3Cl)SC2=S)no1	20	-0.1	0	103	2	1.1	-1.5	-4	-7	97
Cc1ccc(NS(=O)(=O)c2ccc(OCC(N)=O)cc2)cc1	2	-0.1	5	104	3	0.91	-0.3	-21	-2	98
CCNC(=S)NNC(=O)c1cc(-c2ccc(OCC)cc2)nc2ccccc12	127	-0.7	99*	14	86*	5.5*	-6.0	2	-5	22
Cc1cc(NC(=O)CSc2nc3ccccc3c(=O)n2CCCC(=O)NCc2ccco2)n[nH]1	-2	-0.1	16	90	6	0.96	0.7	5	0	95
CCC(C)(C)NC(=O)CN(C(=O)C(=O)Nc1ccc2c(c1)OCCO2)C(C)(C)CC	11	-0.3	3	101	11	1.3	-1.7	11	-3	89
O=C(Nc1ccc2oc(-c3cccnc3)nc2c1)c1ccc([N+](=O)[O-])o1	-60	-0.1	28	80	-24	2.1	-1.2	30*	-1	122
O=C(N/C(=C/c1ccco1)C(=O)N1CCCC1)c1cccs1	0	-0.2	8	99	4	0.96	2.1	-9	-2	97
O=C(c1cccc(S(=O)(=O)N2CCCC2)c1)N1CCN(c2ccccc2F)CC1	9	0.0	7	97	10	0.8	-0.2	3	-3	96
CCOc1ccc(C2CC(c3cccc(OC)c3)Nc3nc(N)nn32)cc1 (configuration not stated)	-11	-0.1	-5	109	3	1	-0.4	1	-5	97
CCCCNC(=O)Cc1ccc(C)cc1	8	-0.4	17	89	1	1.2	0.2	-12	0	99
COc1cccc(/C=N\NC(=O)C2C(=O)NCC2c2ccccc2)c1O (configuration not stated)	3	-0.2	7	103	1	1.4	2.0	-7	-6	99

Continued (2 carried over from the part before).
molecule	APP 5'UTR act	Hsp70 activator	STAT3 blocker	STAT3 act	STAT1 inh	NF-kB neuron act	DTT redox prof	TLR4-MyD88 BLA	HMGR II inh	STAT1 activator
CCCCNC(=O)Cc1ccc(C)cc1	8	-0.4	17	89	1	1.2	0.2	-12	0	99
COc1cccc(/C=N\NC(=O)C2C(=O)NCC2c2ccccc2)c1O (configuration not stated)	3	-0.2	7	103	1	1.4	2.0	-7	-6	99
COc1ccc(C2NCCc3cc(OC)c(OC)cc32)cc1OC (configuration not stated)	-49	0.0	2	103	5	1.1	-0.2	-6	5	94
COc1ccc(OC)c(S(=O)(=O)N2CCCC(C)C2)c1 (configuration not stated)	6	0.0	6	98	-3	0.95	-0.5	4	-8	102
CCC(C)NCCOc1ccc(Br)cc1 (configuration not stated)	-5	0.1	16	91	-7	1.2	-0.2	2	-3	106
c1ccc(-c2noc(CSc3nnc(Cc4cccs4)n3-c3ccccc3)n2)cc1	37	-0.4	-1	105	0	0.91	-2.2	0	-4	100
O=C(Nc1cccnc1)C1OCCc2ccccc21 (configuration not stated)	8	-0.1	2	101	0	1	2.0	0	-4	100
C=CCSc1nc2c(sc3nc(C)cc(C)c32)c(=O)[nH]1	-6	-0.2	4	99	3	1	1.9	-7	2	97
CCCNC(=O)N1CCN(C(=O)NCCC)CC1	10	-0.5	11	92	-2	1.2	0.1	-5	-7	97
Cn1c(CCCCCN)nc2ccccc21	-5	-0.1	4	106	10	1.1	1.4	-11	-6	91
O=C(O)C1Cc2[nH]cnc2C(c2ccccc2O)N1 (configuration not stated)	13	-0.4	-48	143*	7	0.9	0.0	-13	-2	94
CCOCCCNC(=O)c1c(C)c(C(=O)OCC)n(C)c1C	-10	-0.3	6	100	-7	1.3	0.3	-6	-2	106
COc1cc([N+](=O)[O-])cc(/C=N/NC(=O)C(C)Nc2cccc(C)c2)c1O (configuration not stated)	-4	-0.3	-8	109	3	0.82	0.6	4	1	97
Cc1ccc(-c2n[nH]c(=S)n2/N=C/C=C/c2ccccc2[N+](=O)[O-])cc1	4	-0.5	3	98	4	0.83	0.2	8	-1	100
CCOC(=O)NC1(Nc2ccc(Cl)cn2)Oc2ccccc2O1	9	-0.3	20	87	0	2.3	2.4	8	-7	100
CC1CCN(c2ccc([N+](=O)[O-])cc2C(N)=O)CC1	34	-0.2	-6	110	-1	0.95	-0.4	12	-1	101
CCN(C(=O)CSc1nnc(-c2ccc(Cl)cc2)n1C)C1CCS(=O)(=O)C1 (configuration not stated)	22	-0.1	4	98	1	0.97	-1.1	1	-3	99
O=C(CN1C(=O)c2ccccc2S1(=O)=O)Nc1ccc(S(=O)(=O)N2CCCCCC2)cc1	2	-0.4	-5	108	-7	1	-2.4	-11	-2	106
Cc1ccc(CN(C(=O)c2ccco2)C(C(=O)NC2CCCC2)c2cccnc2)cc1 (configuration not stated)	24	0.1	7	97	-5	0.88	-0.1	8	-4	102
COc1cccc(CN(C(=O)/C=C/c2ccc(Cl)cc2)C2CCS(=O)(=O)C2)c1 (configuration not stated)	-12	0.3	-6	105	-4	0.85	-1.2	14	3	104
COC(=O)C1=C(C)NC(c2c(O)ccc3ccccc23)C(C(=O)OC)=C1C (configuration not stated)	30	0.2	11	92	7	1.1	0.0	7	0	93
O=C(N/N=C1\CC(c2ccccc2)Oc2ccccc21)c1cccnc1 (configuration not stated)	-10	-0.1	4	100	0	0.77	-1.8	7	0	100
c1ccc2c(c1)CC1(CCCC1)n1nnnc1-2	-6	0.2	8	98	-1	1.1	0.8	-2	-1	101
O=C(CCC(=O)Nc1ccccc1)N/N=C/c1ccco1	-12	0.1	1	104	-5	0.89	0.2	-1	-2	105
CCOC(=O)c1[nH]c2cc3c(cc2c1CCCN1C(=O)c2ccccc2C1=O)OCCO3	1	-0.2	5	99	-7	1.3	0.2	9	-2	106
CSCCC(NS(=O)(=O)c1ccc(Cl)cc1)C(=O)OCc1cccc(Cl)c1 (configuration not stated)	-11	-0.4	10	93	6	0.93	-1.0	4	0	95
Cn1c(=O)[nH]c(=O)c2c1nc1n2CCS1	-15	-0.2	3	98	-3	1.1	-2.7	-11	0	103
COC(=O)c1ccc(NC2CC(=O)N(c3ccccc3C)C2=O)cc1 (configuration not stated)	7	-0.2	-7	106	-5	1	-0.3	8	-2	105
COc1ccc2c(=O)c(-c3ccccc3C)c(C)oc2c1	-6	-0.4	6	95	-6	1.1	3.1	-3	0	106
O=C(c1ccc(-c2ccccc2)cc1)N1CCN(c2ccccn2)CC1	13	0.0	13	99	2	0.98	-0.4	6	3	97
Cc1ccccc1NN1C(=O)C=CC1=O	2	-0.2	0	104	-8	1.1	-3.3	-13	-1	107
Brc1cc2c(cc1C1Nc3ccccc3C3C=CCC31)OCO2 (configuration not stated)	·	-0.2	0	100	-15	0.88	0.4	12	5	114

The list continues:
molecule	APP 5'UTR act	Hsp70 activator	STAT3 blocker	STAT3 act	STAT1 inh	NF-kB neuron act	DTT redox prof	TLR4-MyD88 BLA	HMGR II inh	STAT1 activator
COc1ccc(-c2[nH]nc3c2C(c2ccc(OC(=O)N4CCOCC4)cc2)C(C#N)=C(N)O3)cc1 (configuration not stated)	0	-0.2	10	97	-2	0.97	-2.0	8	0	102
CSc1nc(Oc2ccc(Cl)cc2)c2sccc2n1	-9	0.0	4	102	2	0.93	2.9	1	4	98
O=C(CCCc1nc2ccccc2s1)N1CCN(c2ccccc2)CC1	6	-0.1	8	92	-24	1.2	-0.7	-8	-5	122
O=C(O)/C=C/C(=O)Nc1ccc(SC(F)(F)C(F)(F)C(F)(F)F)cc1	25	0.0	8	95	-14	0.95	-2.7	3	4	110
COc1ccc(Cc2nc(-c3cccs3)no2)cc1OC	18	-0.4	13	93	4	1.2	-1.2	0	0	96
Cc1cc(C)n2nc(/C(C#N)=C/c3ccccc3)c(C#N)c2n1	·	0.0	4	102	-6	0.83	2.6	-13	-2	105
CCOc1ccccc1OCCC(=O)OCC(=O)c1ccc[nH]1	16	-0.3	1	104	1	0.93	0.7	12	4	99

Rows are unselected. About 5.6% of those tested had a hit in this group.
